# SENP8 block = inhibitors of human SENP8 protease; inhibition, % at 20 µM; AID 602440; recombinant SENP8, Nedd8 substrate fluorescence; Q96LD8; actives 0.64% (n = 360,000); in the data active means inhibition mostly above about 40%, no sharp cut-off; inactive means mostly below about 27%
# SENP6 inh = blocks the human protease SENP6 | inhibition, % at 10 µM | actives 1.8% (n = 330,000) | Recombinant SENP6 catalytic domain, aminoluciferin luminescence;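 active means inhibition above about 50% at the single tested dose, limit read from the data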;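 further: plate controls were DMSO wells with enzyme for no effect and DMSO wells lacking enzyme for full effect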
# hIAP act = human IAP activation | P09923 | activation factor at 10 µM | purified human IAP, CDP-Star luminescence, 30 min; stronger effect = higher value; 1 = vehicle-only enzyme, 0 = enzyme-free background | actives 0.16% (n = 330,000) | AID 2524;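 active means activation factor of the enzyme at least 2-fold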; further: the source names both 10 and 20 µM as test concentration; values of inactives mirror those of a sister screen read the other way
# Target sequence (P09923 whole entry, looked up): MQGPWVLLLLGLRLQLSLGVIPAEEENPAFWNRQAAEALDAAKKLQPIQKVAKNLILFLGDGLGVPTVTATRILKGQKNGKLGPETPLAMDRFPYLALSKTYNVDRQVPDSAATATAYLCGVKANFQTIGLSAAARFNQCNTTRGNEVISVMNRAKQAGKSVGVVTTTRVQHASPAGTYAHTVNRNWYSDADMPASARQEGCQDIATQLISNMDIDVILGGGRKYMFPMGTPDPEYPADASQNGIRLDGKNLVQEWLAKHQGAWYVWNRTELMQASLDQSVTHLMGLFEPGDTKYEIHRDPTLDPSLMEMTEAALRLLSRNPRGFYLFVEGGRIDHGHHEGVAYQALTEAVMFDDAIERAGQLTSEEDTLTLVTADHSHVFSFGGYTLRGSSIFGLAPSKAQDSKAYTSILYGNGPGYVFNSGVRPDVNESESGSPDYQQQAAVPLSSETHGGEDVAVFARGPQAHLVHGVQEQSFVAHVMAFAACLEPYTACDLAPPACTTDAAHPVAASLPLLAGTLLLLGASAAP
# NR3A LBD binder = NR3A (human) ligand-binding domain modulation; NR3A LBD differential scanning fluorimetry, Tm shift; 0% = protein alone, 100% = glycine-bound protein; Tm shift relative to glycine control, % at 25 µM; actives 2.5% (n = 340,000); AID 1259313;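 active means melting temperature shift of at least 10% of the positive control shift, at one fixed dose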
# PfGluPho inh = PfG6PD (Plasmodium falciparum) enzyme inhibition. PfGluPho enzyme, NADPH resazurin-diaphorase fluorescence. inhibition, % at 20 µM. actives 0.78% (n = 350,000). AID 504690;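 active means inhibition reaching at least a set limit at 20 µM in the primary screen, cut at about 59% in these data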;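 further: 0% = DMSO wells with substrate and 100% = DMSO wells lacking glucose-6-phosphate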
# SENP1 inh = blocks the human SENP1 SUMO protease catalytic domain; recombinant SENP1 catalytic domain, CyPet-SUMO1-YPet FRET cleavage; actives 0.21% (n = 360,000); inhibition, % at 10 µM; AID 624204;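 active means inhibition at least 30% at 10 µM, raw YFP signal under a set limit, fluorescence ratio 0.5 to 1.5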;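 further: 0% = enzyme with DMSO and 100% = no enzyme wells; some results filed as inactive read as strong as hits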
#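 system = hSENP1 catalytic domain, recombinant | reagent = SFCypet-SUMO1-SFYpet substrate at 25 nM | doses = one dose per compound, 10 µM, 0.5% DMSO | incubation = enzyme reaction for 50 min at room temperature, dark | measured by = FRET, CFP and YFP emission | controls = no-enzyme low, enzyme-DMSO high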
# MPTP inh = permeability transition pore inhibition; actives 1.4% (n = 360,000); isolated mouse mitochondria, Ca2+ swelling absorbance, 30 min; inhibition, % at 10 µM;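 active means inhibition of 50% or more, scaled per plate between neutral and stimulator controls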;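 further: 0% = DMSO wells given calcium and 100% = 1 mM EGTA wells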
# ATG4B inhibitor = blocks human ATG4B protease cleavage of LC3 substrate | Q9Y4P1 | ATG4B cleavage of LC3-PLA2, NBD-HPC fluorescence, 1 h | inhibition, % at 8.33 µM | actives 0.51% (n = 340,000) | AID 504462; in the data active means inhibition above about 40%
# Starred values were filed as active, the others as inactive; x = no result given.
SMILES,SENP8 block,SENP6 inh,hIAP act,NR3A LBD binder,PfGluPho inh,SENP1 inh,MPTP inh,ATG4B inhibitor
CCCCCCC[C@@H](C/C=C/CCC(=O)N(C)C/C(=C/Cl)C/C(=C\C(=O)N1C[C@H](O)CC1=O)OC)OC,7,-7,1.2,-12,14,0,74*,-13
CC(C)CC(=O)N1CCC(O)(CS(=O)(=O)Cc2ccccc2Cl)CC1,14,-6,0.97,0,7,2,1.9,6
CC1(C(=O)O)CCC(C(=O)Nc2ccc(F)cc2)C1(C)C (configuration not stated),0,-8,0.93,4,3,1,-0.7,-1
CCNc1ccc(Br)cc(C(=O)/C=C/c2ccc(Cl)cc2Cl)c1=O,1,4,0.95,1,25,-13,13,12
O=C(c1cnn2c(C(F)F)cc(-c3ccccc3)nc12)N1CCc2ccccc21,-6,-4,1.2,-3,13,0,5.3,-5
O=c1c2ccccc2nnn1-c1ccc(Br)cc1,35,5,1,0,1,-1,0.5,-2
CCOc1ccc(NC(=O)CC2C(=O)N(c3ccccc3)C(=O)N2Cc2ccco2)cc1 (configuration not stated),4,-12,1.1,-14,1,1,-0.3,-5
COCCNC(=O)CN1CCC(NC(=O)Nc2ccc(C(F)(F)F)cc2)CC1,6,-6,0.9,-4,3,1,3.2,-9
CCCn1c(N)c(N2CCCCC2)c(=O)n(CC(=O)Nc2cccc(S(=O)(=O)N(C)C)c2)c1=O,23,2,1.1,0,-2,-3,-2.6,-5
CCN1CCN(C(=O)c2cc(S(=O)(=O)Nc3ccc(S(C)(=O)=O)cc3)ccc2Cl)CC1,16,-11,1,0,-24,-1,0.7,0
COc1cnc(-c2ccccc2)c(-c2ccccc2)n1,4,-8,1.1,1,-4,2,1.4,4
CN(C)CCC(Oc1ccccc1OCc1ccccc1)c1ccccc1 (configuration not stated),30,-13,1,-1,0,1,0.5,12
c1ccc2[nH]c(SCCN3CCOCC3)nc2c1,4,-7,1.1,1,6,0,-0.4,-3
CC(C)(C)NC(=S)NNC(=O)c1ccccc1Cl,18,2,1.6,1,3,2,1.5,0
CCCCCCCCN1N=N[C@H]2[C@H]1[C@@H]1C[C@H]2N(C(=O)OC(C)(C)C)O1,10,x,x,-1,-1,2,-1.1,3
CCCOC(=O)c1ccc(NC(=O)c2ccc(Br)o2)cc1,-10,37,1,-6,10,0,1.3,2
CCOC(=O)c1cc(-c2ccccc2)n(CCC(=O)N2CCN(c3ccccc3OC)CC2)c1C,9,-17,0.98,0,14,1,1.7,-14
COc1ccc(C(=O)Oc2cc(C)[nH]c(=O)c2[N+](=O)[O-])c(OC)c1,-2,-7,0.74,0,-7,-2,-0.5,-5
CC(NC(=O)CSc1nc2ccccc2n1CCC#N)c1ccc(F)cc1 (configuration not stated),24,1,1.1,2,7,-1,-3.7,1
Cc1ccc(C)c(NC(=O)CN(C)C(=O)c2cc(C3CC3)nn2-c2ccccc2)c1,10,-32,0.96,0,-9,2,-0.3,4
Cc1ccc(-n2nc3c(=O)n(CCCC(=O)N4CCCCC4)nc(C)c3c2C)cc1,2,3,1.1,1,7,-1,1.5,-2
CC(=O)Nc1ccc(-n2c(C)c(C(C)=O)c(C(C)=O)c2C)cc1,27,1,1,-1,-10,-1,2.4,10
COc1ccc(NC(=O)COC(=O)CCCN2C(=O)c3ccccc3C2=O)cc1Cl,14,-25,1.2,-2,5,-2,0.8,-13
Cc1ccc(OCCSc2nnc(-c3cccs3)n2C)cc1,12,12,0.98,0,12,0,1.5,-12
O=S(=O)(NCc1cn2ccsc2n1)c1ccc(Oc2ccccc2)cc1,5,-6,1,0,1,2,-8.7,0

# Structures above containing sulfur (8):
SMILES,SENP8 block,SENP6 inh,hIAP act,NR3A LBD binder,PfGluPho inh,SENP1 inh,MPTP inh,ATG4B inhibitor
CC(C)CC(=O)N1CCC(O)(CS(=O)(=O)Cc2ccccc2Cl)CC1,14,-6,0.97,0,7,2,1.9,6
CCCn1c(N)c(N2CCCCC2)c(=O)n(CC(=O)Nc2cccc(S(=O)(=O)N(C)C)c2)c1=O,23,2,1.1,0,-2,-3,-2.6,-5
CCN1CCN(C(=O)c2cc(S(=O)(=O)Nc3ccc(S(C)(=O)=O)cc3)ccc2Cl)CC1,16,-11,1,0,-24,-1,0.7,0
c1ccc2[nH]c(SCCN3CCOCC3)nc2c1,4,-7,1.1,1,6,0,-0.4,-3
CC(C)(C)NC(=S)NNC(=O)c1ccccc1Cl,18,2,1.6,1,3,2,1.5,0
CC(NC(=O)CSc1nc2ccccc2n1CCC#N)c1ccc(F)cc1 (configuration not stated),24,1,1.1,2,7,-1,-3.7,1
Cc1ccc(OCCSc2nnc(-c3cccs3)n2C)cc1,12,12,0.98,0,12,0,1.5,-12
O=S(=O)(NCc1cn2ccsc2n1)c1ccc(Oc2ccccc2)cc1,5,-6,1,0,1,2,-8.7,0

# Next records
SMILES,SENP8 block,SENP6 inh,hIAP act,NR3A LBD binder,PfGluPho inh,SENP1 inh,MPTP inh,ATG4B inhibitor
CC(C)[C@H](NC(=O)CCCn1nnc2ccccc2c1=O)C(=O)O,13,1,0.97,1,-5,0,0.1,-8
Fc1ccc2cc(-c3ccsc3)ncc2c1,-108,37,0.83,35*,46,-2,0.0,6
C[C@@H](C(=O)Nc1ccc2ccccc2c1)[C@@H]1C[C@@]1(C)[C@@H](NC(=O)OCc1ccccc1)c1ccccc1,7,-16,1,-3,6,-1,0.6,-5
COCCCNc1nc(N)c([N+](=O)[O-])c(N2CCCCCC2)n1,15,2,0.89,-1,-15,2,-1.6,7
O=C1OCCC1Sc1nnc(-c2ccco2)n1-c1ccccc1 (configuration not stated),13,-4,0.91,0,22,3,1.7,-10
CC(=O)c1cccc(NC(=O)N2CCCC2C(=O)NCCC(C)C)c1 (configuration not stated),20,0,0.88,-1,7,-1,-0.5,-7
CCc1ccc(NC(=O)c2cnn3ccccc23)cc1,-22,91*,0.92,-1,35,0,-2.0,5
CCOC(=O)Cn1c2c(c(-c3ccccc3OC)cc1=O)CCCC2,14,12,0.87,0,10,-1,-1.1,0
